Bioassay records (PubChem BioAssay)
H1N1 NS1A inhibition: NS1A inhibition, H1N1 influenza, cell based functional assay (AID 504329); inhibition, % at 12.5 µM, or IC50 in µM where a hit was titrated; 340,000 tested, 0.3% active; NS1A functional cell-based assay, percent inhibition; higher % means a stronger effect; in the data active = a potency from the dose series; inconclusive = inhibition above about 27% without an active follow-up result; also: strong numbers were not always called active
M. tuberculosis: growth inhibition of non-replicating M. tuberculosis (AID 488890); Mycobacterium tuberculosis non-replicating, growth inhibition; higher % means a stronger effect; one-dose inhibition, % at 25 µM; IC50 in µM for titrated hits; 320,000 tested, 0.39% active; in the data active = a potency from the dose series; inconclusive = inhibition mostly from about 82% at the one dose, without a potency; inactive = the rest, 99 in 100 with inhibition below about 76%;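 also: plate controls were DMSO cells for no effect and high antibiotic wells for full effect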
inhibitors of VEEV: inhibitors of VEEV TC-83 cytopathic effect, confirmation, Vero cells (AID 588727) | Vero cells, VEEV TC-83 cytopathic effect inhibition; higher % means a stronger effect | inhibition, % at 20 µM; hits with a dose series show IC50 in µM | 350,000 tested, 0.13% active; in the data active = a potency from the dose series; inconclusive = inhibition mostly from about 14% at the one dose, without a potency; inactive = the rest, 99 in 100 with inhibition below about 12%; also: strong numbers were not always called active
PhoP GFP inhibition: PhoP regulon inhibitors, Salmonella typhi PhoP promoter GFP reporter, confirmatory (AID 1850); one-dose inhibition, % at 50 µM; IC50 in µM for titrated hits; Salmonella Typhi PhoP-promoter GFP reporter, fluorescence, 4 h; higher % means a stronger effect; 310,000 tested, 0.33% active; in the data active = a potency from the dose series; inconclusive = inhibition mostly from about 25% at the one dose, without a potency; inactive = the rest, 99 in 100 with inhibition below about 19%;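 also: 0% = induced wells with vehicle and 100% = uninduced wells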
M. tuberculosis HTS: M. tuberculosis growth inhibition, HTS (AID 449762) | one-dose inhibition, % at 25 µM; IC50 in µM for titrated hits | 330,000 tested, 0.59% active | M. tuberculosis H37Rv growth inhibition, 7H9 media; higher % means a stronger effect; in the data active = a potency from the dose series; inconclusive = inhibition above about 70% without an active follow-up result;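 also: bacterial growth assessed after seven days of incubation; strong numbers were not always called active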
inhibitors of VEEV 10K pilot screen: recorded beside inhibitors of VEEV, whose call it bears; inhibition, %; measured here: 10K pilot screen inhibition
* = called active by the depositor; i = inactive; ? = inconclusive; · = no result given.

SMILES | H1N1 NS1A inhibition | M. tuberculosis | inhibitors of VEEV | PhoP GFP inhibition | M. tuberculosis HTS | others
Cc1ccccc1OCC(O)CN(Cc1ccccc1O)C1CCCCC1 (stereo not given) | -0.8% | 51.5% | i | 1.5% | 5.0%
COc1ccc(CNC(=O)c2oc3ccc(S(=O)(=O)N4CCOCC4)cc3c2C)cc1 | 2.0% | -5.1% | 8.1% | 7.0% | -1.9%
Cc1cccc(NC(=O)c2ccccc2NC(=O)CCC(=O)O)c1 | 0.7% | -1.1% | 1.0% | 1.6% | 2.2%
CCCCC(CC)COCCCN=Cc1c(O)[nH]c(=S)[nH]c1=O (stereo not given) | · | 41.5% | i | 5.0% | 9.5%
COc1ccccc1C(=O)Nc1ccnn1C1CCN(C(C)CSC)CC1 (stereo not given) | -7.9% | -20.9% | 1.8% | -5.9% | 0.6%
Cc1cc(=O)oc2c(C)c(OC(C)C(=O)NCC(O)c3ccccc3)ccc12 (stereo not given) | -8.8% | 1.0% | 6.5% | 6.6% | 0.9%
Cc1c(NC(=O)C(C)OC(=O)c2ccc([N+](=O)[O-])s2)c(=O)n(-c2ccccc2)n1C (stereo not given) | -4.2% | 77.5% | i | -18.5% | 8.8%
CC(C)(CC(=O)N1CCN(c2ccc(Cl)cc2)CC1)CC1=NS(=O)(=O)c2ccccc2N1 | 0.9% | 68.2% | 5.2% | -12.5% | 5.0%
CC(=O)c1ccc(NC(=O)CSc2nnc(-c3ccco3)c(-c3ccco3)n2)cc1 | -1.6% | 7.3% | 5.3% | 4.9% | 1.9%
CCCN1C(=O)SC(CC(=O)Nc2ccccc2)C1=O (stereo not given) | -0.1% | i | 0.2% | 0.8% | -8.2% | inhibitors of VEEV 10K pilot screen=3.8
CCOC(=O)COc1ccc(/C=C/[N+](=O)[O-])c(OCC(=O)OCC)c1 | -0.6% | ? | i | 11.5% | ?
CCOC(=O)COc1cnc2ccccc2n1 | -10.9% | 5.7% | i | -4.1% | -7.8%

In the list so far, these contain nitrogen in an aromatic ring:
SMILES | H1N1 NS1A inhibition | M. tuberculosis | inhibitors of VEEV | PhoP GFP inhibition | M. tuberculosis HTS | others
CCCCC(CC)COCCCN=Cc1c(O)[nH]c(=S)[nH]c1=O (stereo not given) | · | 41.5% | i | 5.0% | 9.5%
COc1ccccc1C(=O)Nc1ccnn1C1CCN(C(C)CSC)CC1 (stereo not given) | -7.9% | -20.9% | 1.8% | -5.9% | 0.6%
Cc1c(NC(=O)C(C)OC(=O)c2ccc([N+](=O)[O-])s2)c(=O)n(-c2ccccc2)n1C (stereo not given) | -4.2% | 77.5% | i | -18.5% | 8.8%
CC(=O)c1ccc(NC(=O)CSc2nnc(-c3ccco3)c(-c3ccco3)n2)cc1 | -1.6% | 7.3% | 5.3% | 4.9% | 1.9%
CCOC(=O)COc1cnc2ccccc2n1 | -10.9% | 5.7% | i | -4.1% | -7.8%

Ordered by count of non-hydrogen atoms (largest number first): some entries from above
SMILES | H1N1 NS1A inhibition | M. tuberculosis | inhibitors of VEEV | PhoP GFP inhibition | M. tuberculosis HTS | others
COc1ccc(CNC(=O)c2oc3ccc(S(=O)(=O)N4CCOCC4)cc3c2C)cc1 | 2.0% | -5.1% | 8.1% | 7.0% | -1.9%
Cc1ccccc1OCC(O)CN(Cc1ccccc1O)C1CCCCC1 (stereo not given) | -0.8% | 51.5% | i | 1.5% | 5.0%
CCOC(=O)COc1ccc(/C=C/[N+](=O)[O-])c(OCC(=O)OCC)c1 | -0.6% | ? | i | 11.5% | ?

(more compounds)
SMILES | H1N1 NS1A inhibition | M. tuberculosis | inhibitors of VEEV | PhoP GFP inhibition | M. tuberculosis HTS | others
Cc1nnc(SCc2ccc([N+](=O)[O-])cc2)o1 | 10.6% | 16.4% | 2.5% | 0.7% | 1.2% | inhibitors of VEEV 10K pilot screen=0.9
O=C(N1CCN(Cc2ccccc2)CC1)C12CC3CC(CC(C3)C1)C2 | -11.0% | 46.8% | 0.3% | -6.5% | 3.5%
COC(=O)C(c1ccccc1)C(C(=O)OC)c1ccccc1 (stereo not given) | 4.2% | 5.0% | 1.0% | -18.9% | -4.8%
CC(C)[C@H](NS(=O)(=O)c1ccccc1)C(=O)OCC(=O)Nc1cccc(S(N)(=O)=O)c1 | -5.5% | 6.0% | 3.5% | · | 4.1%
CCOC(=O)COc1c(/C=N\OC)cc(Cl)cc1OC | -9.2% | 71.8% | 1.2% | -7.5% | 40.5%
Cc1ccc(C)c(N(Cc2ccccc2F)S(C)(=O)=O)c1 | 1.5% | -8.2% | i | 1.6% | -5.6%
Nc1nnc(SCc2ccc(F)cc2)n1-c1ccccc1 | -3.4% | 6.7% | i | 3.4% | -18.6%
Cc1ccc(-n2c(C)c(C)c3c(N)ncnc32)cc1 | 14.1% | 20.8% | 1.6% | 4.9% | -0.4%
O=C(c1oc2ccccc2c1N1CCCCC1)N1CCCCC1 | 2.6% | 20.8% | i | -3.8% | -4.4%
N#Cc1cccc(NC(=O)COC(=O)Cn2nc(-c3ccccc3)oc2=O)c1 | 2.0% | -4.7% | i | · | -10.4%
CN(C)S(=O)(=O)c1ccc(S(=O)(=O)N2CCCC(C(=O)NC3CC3)C2)cc1 (stereo not given) | -4.8% | -17.0% | 0.8% | 2.1% | -5.0%
O=C(C1CCCO1)N(Cc1ccccc1)c1ccccc1 (stereo not given) | 21.9% | -1.3% | 1.5% | -1.3% | -3.8%

The list goes on, starting with the last 2 of the part before.
SMILES | H1N1 NS1A inhibition | M. tuberculosis | inhibitors of VEEV | PhoP GFP inhibition | M. tuberculosis HTS | others
CN(C)S(=O)(=O)c1ccc(S(=O)(=O)N2CCCC(C(=O)NC3CC3)C2)cc1 (stereo not given) | -4.8% | -17.0% | 0.8% | 2.1% | -5.0%
O=C(C1CCCO1)N(Cc1ccccc1)c1ccccc1 (stereo not given) | 21.9% | -1.3% | 1.5% | -1.3% | -3.8%
CCCCN(C/C=C/c1ccccc1OC)Cc1ccccc1 | -0.7% | 8.78µM* | i | -8.4% | -6.0%
CCN(CC(=O)Nc1c(F)cccc1F)C(=O)CCN1C(=O)c2cccc([N+](=O)[O-])c2C1=O | -5.6% | -5.3% | 1.5% | 4.3% | 2.4%
CCNC(=O)C(Sc1ccccc1)c1ccccc1 (stereo not given) | 4.6% | -4.7% | 3.2% | -1.0% | 1.8%
COC(=O)CSc1nc(N)c(C#N)c(CC(C)C)c1C#N | -9.6% | ? | 0.2% | -15.4% | ?
CCOC(=O)CN(C(=O)CSc1nnc(-c2cccc(OC)c2)o1)c1ccc(F)cc1 | -9.4% | -0.6% | 2.5% | 5.2% | -4.0%
Cc1ccc(SCC(=O)Nc2ccc(S(=O)(=O)Nc3ncccn3)cc2)cc1 | -4.3% | -11.3% | 1.0% | 2.4% | -3.9%
Cc1cccc(CNc2ncnc3ccc(-c4cccnc4)cc23)c1 | -5.3% | 30.0% | 1.0% | · | 0.1%
Cc1cccc(NC2=NC(=S)N(c3ccc(C(=O)O)cc3)C23CCCCC3)c1 | -2.4% | -9.2% | 0.7% | 0.0% | 3.3%
CC(C)CN(CC(C)C)S(=O)(=O)N1CCC(C(=O)NCCc2ccc(Cl)cc2)CC1 | -6.6% | 3.2% | i | -8.4% | 2.3%
Cc1ccc(NC(=O)CSc2nc(NS(=O)(=O)c3ccc(C)cc3)cc(=O)[nH]2)cc1 | 0.9% | 16.4% | i | 1.0% | -14.4%
Cc1ccc(C(=O)c2c3ccc(C(F)(F)F)cc3[n+]([O-])n2CCCC(N)=O)cc1 | 14.0% | 21.2% | i | -6.6% | -4.7%
CC1Cc2cc(/C(O)=C3/C(=O)C(=O)N(CCCn4ccnc4)C3c3cccnc3)ccc2O1 (stereo not given) | -6.2% | -2.2% | 1.8% | 10.7% | -7.8%
CN(CC(=O)NCC(=O)Nc1ccc(F)cc1)C1CCS(=O)(=O)C1 (stereo not given) | -5.8% | -20.7% | 0.1% | · | -18.1%
Cc1cc(Cl)c(S(=O)(=O)NCc2ccncc2)cc1OCC(N)=O | 1.4% | -15.4% | 0.6% | 5.8% | -3.1%
Cc1ccc(NC(=O)/C(=C/c2cccc([N+](=O)[O-])c2)NC(=O)C2CCCCC2)cc1 | 1.9% | -6.6% | 1.8% | -5.1% | 0.2%
CN1CCN(C(=O)C2CC(c3c(F)cccc3Cl)=NO2)CC1 (stereo not given) | -7.4% | -10.5% | i | 15.4% | -8.7%
O=C(CN1C(=O)NC(c2ccccc2)(c2ccccc2)C1=O)N1CCN(c2ccc(F)cc2)CC1 | 2.4% | 28.3% | i | · | -12.6%
Cc1sc2ncnc(SCC(=O)N3CCCCC3)c2c1C | -6.9% | 73.9% | 1.2% | -4.9% | -5.6%
NSc1nc(N)c2nc(-c3ccccc3)c(-c3ccccc3)nc2n1 | 2.5% | 0.5% | 6.1% | 1.7% | 8.0%
COC(=O)C1=C(c2cc3ccccc3s2)C[C@@H]2CC[C@H]1N2C(=O)N1CCC(C)CC1 | -0.2% | -8.3% | 1.9% | -3.4% | -1.6%
Cc1cc(C)cc(NC(=O)CSc2nnc(Cc3cccn3C)n2-c2ccc(F)cc2)c1 | 2.0% | 26.6% | 2.2% | -0.6% | -0.3%
Cc1c(N(C)S(=O)(=O)c2cccc(C(=O)NCC3CCCO3)c2)c(=O)n(-c2ccccc2)n1C (stereo not given) | -12.4% | -8.4% | 2.0% | -7.9% | -9.8%
S=C1NCN(Cc2ccccc2)CN1 | 8.0% | -6.8% | 0.1% | -2.0% | 3.5%
O=C1Cc2cc(S(=O)(=O)N3CCNCC3)ccc2N1 | -20.1% | 32.5% | 0.6% | · | -5.0%
Cc1ccn2cc(CNC(=O)c3cccs3)nc2c1 | -7.7% | -8.5% | i | -1.0% | -3.8%
O=C(CSc1nncc2ccccc12)N1CCOCC1 | -5.0% | -3.8% | i | -10.6% | -0.5%
CC(C)[C@H](NS(=O)(=O)c1ccccc1)C(=O)OCn1nnc2ccccc2c1=O | 4.0% | 6.1% | 0.8% | -1.8% | -0.9%
Cc1nc(N2CCN(C(=O)c3ccco3)CC2)c2oc3ccccc3c2n1 | 0.1% | 11.4% | 0.4% | 1.6% | 5.3%
O=C(C(=O)N1CCN(c2ccc([N+](=O)[O-])cc2)CC1)c1cn(CC(=O)N2CCOCC2)c2ccccc12 | -2.2% | -3.3% | 1.3% | -6.4% | -4.0%
Cc1ccc(NC(=O)CCNC(=O)c2ccccc2Cl)cc1S(=O)(=O)N(C)C | -0.4% | 4.5% | 1.2% | 1.3% | -3.9%
COc1cc2c(C(=O)N3CCN(C)CC3)c(CSc3ccccc3)n(C)c2cc1Br | 5.0% | 56.5% | 3.8% | 10.9% | 26.5%
Nc1ccccc1SCc1ccccc1 | -8.1% | 31.5% | 0.1% | 7.4% | 0.9%
CCOc1ccc(-n2cnnn2)cc1S(=O)(=O)N1CCCCC1 | -8.1% | -1.0% | 1.6% | -11.6% | -5.0%
COc1ccc(C2(c3ccc(OC)cc3)NC(=O)N(CC(=O)NC(C)C)C2=O)cc1 | 9.4% | -1.9% | 0.2% | -3.4% | 0.8%
O=C1c2ccc(Oc3ccc4c(c3)C(=O)N(CCCCO)C4=O)cc2C(=O)N1CCCCO | 10.8% | -5.5% | 9.8% | -4.2% | 6.6%
CSc1ccccc1C(=O)N1CCC(CCC(=O)NCc2ccc(F)cc2)CC1 | -8.2% | 2.7% | 1.6% | 13.3% | 17.1%
CCOc1cccc(CNCCNC(=O)c2nonc2N)c1 | 2.4% | 16.8% | 1.1% | -4.3% | 0.4%
CCOc1ccc(C(=O)COC(=O)c2nc3nccc(C)n3n2)cc1 | -8.7% | 8.7% | 2.5% | · | 2.5%
Cc1cccc(OCCn2cc(/C=N/NC(=O)c3ccncc3)c3ccccc32)c1 | 4.2% | 58.7% | 1.6% | 0.5% | ?
C=CCNCCOCCOc1ccc(C)cc1[N+](=O)[O-] | -3.0% | 12.0% | i | 13.3% | -4.2%
NC(=O)C[n+]1ccc(/C=N/O)cc1 | -0.3% | 0.5% | 0.4% | -7.0% | -7.9%
CCN(CC)C(=O)c1ccc(CS(=O)(=O)Cc2ccccc2)cc1 | 20.6% | 5.1% | i | -1.5% | -1.7%
CC(C)C[C@@H]1CN=C(N)N1C[C@@H]1CCCN1C[C@H](C)N1C[C@@H](Cc2ccccc2)N(CCc2ccc(Cl)c(Cl)c2)C1=N | 15.3% | ? | 2.4% | · | ?
COc1ccc(C(=O)NCS(=O)(=O)c2ccc(C)cc2)cc1 | 1.5% | -6.0% | 0.5% | -6.4% | -4.7%
CCCCn1cnc2c(c1=O)c1nc3ccccc3nc1n2Cc1ccc2c(c1)OCO2 | 1.0% | -0.5% | 0.6% | 13.1% | -1.3%
